# GSTO1 counter – blocks human GSTO1 in RBBP9 counter-screen | P78417 | AID 1974 | hit rate 1.1% among 300,000 | inhibition, % at 5.96 µM | recombinant GSTO1, activity-based probe fluorescence polarization;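 active = inhibition above the campaign mean inhibition plus 3 SD, cut at about 35% in these data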;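 note: 0% = GSTO1-1 with DMSO and 100% = wells lacking GSTO1-1 enzyme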
# LYPLA2 inh – blocks human lysophospholipase 2, a PME1 counter-screen | hit rate 0.38% among 320,000 | O95372 | AID 2177 | inhibition, % at 5.9 µM | recombinant LYPLA2, FP-Rh probe fluorescence polarization;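 active = inhibition above the screen-wide mean plus 3 SD, limit set per campaign, cut at about 26% in these data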;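 note: 0% = LYPLA2 with DMSO and 100% = wells lacking LYPLA2 enzyme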
# pPAFAH inh – pPAFAH (human) enzyme inhibition. Q13093. recombinant pPAFAH, FP-rhodamine probe fluorescence polarization. inhibition, % at 3.39 µM. hit rate 1.5% among 330,000. AID 463082;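 active = inhibition above the mean inhibition across the screen plus 3 SD, cut at about 25% in these data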;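 note: inhibitors block binding of the rhodamine activity-based probe so polarization drops; 0% = enzyme with DMSO and 100% = wells lacking pPAFAH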
# PAFAH1B3 FP inh – blocks human PAF acetylhydrolase 1B catalytic subunit 3. Q15102. hit rate 0.28% among 340,000. recombinant PAFAH1B3, FP-rhodamine probe, fluorescence polarization. inhibition, % at 3.39 µM;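 active = inhibition above the screen-wide average of all tested compounds plus 3 SD, cut at about 25% in these data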;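 note: 0% = enzyme with DMSO only and 100% = wells lacking PAFAH1B3 protein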
# PREPL inh – human PREPL enzyme inhibition | recombinant PREPL, fluorescence polarization activity-based probe | Q4J6C6 | hit rate 0.68% among 320,000 | inhibition, % at 5.96 µM; in the data active = inhibition above about 43%;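 note: 0% = enzyme with DMSO and 100% = wells lacking enzyme; many of its hits are not listed in these tables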
# Target sequence (Q4J6C6 whole entry, looked up): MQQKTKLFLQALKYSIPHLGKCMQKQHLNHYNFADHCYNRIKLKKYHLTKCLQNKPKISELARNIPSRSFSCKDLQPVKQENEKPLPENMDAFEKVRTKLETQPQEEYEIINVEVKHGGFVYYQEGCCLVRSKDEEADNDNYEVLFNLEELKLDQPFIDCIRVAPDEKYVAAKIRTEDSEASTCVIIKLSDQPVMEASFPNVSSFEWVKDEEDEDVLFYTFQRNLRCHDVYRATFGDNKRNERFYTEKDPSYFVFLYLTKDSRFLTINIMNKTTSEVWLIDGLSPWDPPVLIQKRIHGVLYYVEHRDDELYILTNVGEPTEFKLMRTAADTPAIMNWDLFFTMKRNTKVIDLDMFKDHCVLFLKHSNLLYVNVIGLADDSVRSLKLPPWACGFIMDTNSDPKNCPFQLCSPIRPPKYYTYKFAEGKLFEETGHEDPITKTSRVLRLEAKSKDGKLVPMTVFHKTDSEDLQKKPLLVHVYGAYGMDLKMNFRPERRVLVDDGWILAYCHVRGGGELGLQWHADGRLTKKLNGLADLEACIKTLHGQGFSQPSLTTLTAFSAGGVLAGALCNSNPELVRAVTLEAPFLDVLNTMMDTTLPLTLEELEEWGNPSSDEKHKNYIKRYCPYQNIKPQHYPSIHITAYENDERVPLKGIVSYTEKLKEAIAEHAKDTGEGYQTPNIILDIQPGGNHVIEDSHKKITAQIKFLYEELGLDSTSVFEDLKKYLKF
# PAD4 inh – PAD4 (human) enzyme inhibition; inhibition, % at 6.36 µM; hit rate 0.41% among 330,000; Q9UM07; recombinant PAD4, RCA probe fluorescence polarization; AID 485272;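 active = percent inhibition above a cutoff equal to the mean of all tested compounds plus 3 SD, cut at about 15% in these data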;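 note: 0% = PAD4 with RCA probe and DMSO and 100% = probe without PAD4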
# PAFAH2 FP inh – inhibitors of human PAFAH2; Q99487; recombinant PAFAH2, FP-rhodamine activity probe, fluorescence polarization; inhibition, % at 3.39 µM; hit rate 0.99% among 340,000; AID 492956;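 active = inhibition above the mean over all tested compounds plus 3 SD, cut at about 30% in these data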;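 note: inhibitors block probe labeling of enzyme so polarization drops; 0% = enzyme with DMSO and 100% = wells lacking PAFAH2 protein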
# LYPLA1 inh – LYPLA1 (human) inhibition in PME1 counter-screen; inhibition, % at 5.9 µM; recombinant LYPLA1, FP-Rh probe fluorescence polarization; hit rate 0.16% among 320,000;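 active = inhibition above the mean of all tested compounds plus 3 SD, set per campaign, cut at about 14% in these data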;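 note: inhibitors block serine hydrolase probe labeling of LYPLA1 so polarization falls; 0% = enzyme with DMSO and 100% = wells lacking LYPLA1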
# PAFAH1B2 inh – inhibitors of human PAFAH1B2; P68402; recombinant PAFAH1B2, FP-rhodamine activity probe, fluorescence polarization; inhibition, % at 3.39 µM; hit rate 1.2% among 340,000;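 active = inhibition above the mean of all tested compounds plus 3 SD, cut at about 24% in these data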;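 note: 0% = enzyme with DMSO and 100% = wells lacking PAFAH1B2; many of its hits are not listed in these tables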
# Target sequence (P68402 whole entry, looked up): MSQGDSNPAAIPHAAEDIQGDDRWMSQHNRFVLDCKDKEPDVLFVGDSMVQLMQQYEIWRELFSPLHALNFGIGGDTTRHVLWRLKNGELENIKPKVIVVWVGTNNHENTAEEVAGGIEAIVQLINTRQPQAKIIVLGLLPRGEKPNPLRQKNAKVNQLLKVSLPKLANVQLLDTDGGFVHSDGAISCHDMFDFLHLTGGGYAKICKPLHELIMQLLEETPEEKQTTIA
# Active calls of the source: *; / = no result given.
# A first look, five compounds:
SMILES,GSTO1 counter,LYPLA2 inh,pPAFAH inh,PAFAH1B3 FP inh,PREPL inh,PAD4 inh,PAFAH2 FP inh,LYPLA1 inh,PAFAH1B2 inh
Cc1c2cnn(CC(=O)NCCN3CCOCC3)c(=O)c2c(C)n1Cc1ccc(F)cc1,4,-1,8,7,2,0,-4,-4,5
Cc1ccc(-n2nc3c(c2NC(=O)CC(C)C)CS(=O)(=O)C3)cc1,-1,0,3,-2,3,1,6,-1,1
CCN(CC(=O)NCc1ccc(F)cc1)C(=O)COc1ccc(C)c(C)c1,-2,9,-2,8,-4,-4,0,4,4
COc1ccc(C/C(=N\OC(C)=O)c2ccc(OC)cc2)cc1,1,0,2,1,-4,-7,2,1,30*
COc1ccc(N2CCN(c3n[nH]c(N)n3)CC2)cc1,-13,2,2,-1,-5,2,1,1,4

# The listing, from the start:
SMILES,GSTO1 counter,LYPLA2 inh,pPAFAH inh,PAFAH1B3 FP inh,PREPL inh,PAD4 inh,PAFAH2 FP inh,LYPLA1 inh,PAFAH1B2 inh
Cc1c2cnn(CC(=O)NCCN3CCOCC3)c(=O)c2c(C)n1Cc1ccc(F)cc1,4,-1,8,7,2,0,-4,-4,5
Cc1ccc(-n2nc3c(c2NC(=O)CC(C)C)CS(=O)(=O)C3)cc1,-1,0,3,-2,3,1,6,-1,1
CCN(CC(=O)NCc1ccc(F)cc1)C(=O)COc1ccc(C)c(C)c1,-2,9,-2,8,-4,-4,0,4,4
COc1ccc(C/C(=N\OC(C)=O)c2ccc(OC)cc2)cc1,1,0,2,1,-4,-7,2,1,30*
COc1ccc(N2CCN(c3n[nH]c(N)n3)CC2)cc1,-13,2,2,-1,-5,2,1,1,4
CCOc1ccc(CNc2nc3ccccc3n2CCN2CCOCC2)cc1,-4,-3,3,7,10,4,-8,-1,3
CCOc1ccc(C(=O)NCC(=O)Nc2cc(C)ccn2)cc1OCC,/,3,3,1,3,4,-4,2,4
COc1ccc(CCNC(=O)COC(=O)c2sc(C)nc2C)cc1,/,-2,8,0,2,-2,23,-1,1
CCOc1ccc(N2C(=O)CC(SC(=NC)Nc3cccc(F)c3)C2=O)cc1 (centres undefined),3,2,1,3,2,4,9,5,-2
Cc1ccc(/C(N)=N/OC(=O)c2ccc(C)cc2Cl)cc1,1,7,3,3,-5,0,4,-2,8
COc1ccc(C2C(C(C)=O)=C(O)C(=O)N2c2ccc(Br)cc2)cc1 (centres undefined),1,3,-4,6,13,-1,10,-1,2
O=C(O)c1ccc(NS(=O)(=O)c2ccc(N3C(=O)CCC3=O)cc2)cc1,5,4,3,5,10,0,-7,0,9
O=C(NCC1CCCO1)c1cc2c([nH]c3ccccc32)c(-c2cccc(Cl)c2)n1 (centres undefined),-38,-42,-8,-19,4,-3,-24,-25,-4
COCCOC(=O)c1c(C)oc2ccc(OC(=O)c3cccs3)cc12,14,-3,-2,2,29,-2,18,-5,6
CN(C)CCCOC(=O)C1c2ccccc2Oc2ccccc21,-3,-3,-2,5,-4,-24,5,1,1

# Retrieved by structure from the entries so far, 2 records:
SMILES,GSTO1 counter,LYPLA2 inh,pPAFAH inh,PAFAH1B3 FP inh,PREPL inh,PAD4 inh,PAFAH2 FP inh,LYPLA1 inh,PAFAH1B2 inh
COc1ccc(C/C(=N\OC(C)=O)c2ccc(OC)cc2)cc1,1,0,2,1,-4,-7,2,1,30*
Cc1c2cnn(CC(=O)NCCN3CCOCC3)c(=O)c2c(C)n1Cc1ccc(F)cc1,4,-1,8,7,2,0,-4,-4,5

# (list continues)
SMILES,GSTO1 counter,LYPLA2 inh,pPAFAH inh,PAFAH1B3 FP inh,PREPL inh,PAD4 inh,PAFAH2 FP inh,LYPLA1 inh,PAFAH1B2 inh
O=C1NCCc2c1[nH]c1ccccc21,5,3,3,-2,16,-1,-10,1,2
CSc1nc2ccc(NC(=O)c3cc4ccccc4o3)cc2s1,0,-3,-6,-3,-2,3,-2,-1,-3
O=C(CCC(=O)c1ccc(Cl)s1)Nc1ncccc1O,/,4,12,7,4,0,22,1,12
Cc1ccc(CN2CC(C(=O)NNC(=O)c3ccc(F)cc3)CC2=O)cc1 (centres undefined),/,-1,3,3,-4,1,5,-1,4
COc1ccc(-c2[nH]ncc2CN2CCC(O)(c3ccc(Cl)cc3)CC2)cc1,3,1,0,6,-62,0,6,0,-3
C(/CCc1ccccc1)=N\n1cnnc1,-2,-12,-7,-1,5,13,4,-2,1
Cc1c(C#N)c2ncn(CCCN(C)C)c(=O)c2n1-c1ccccc1,-4,-1,3,7,-1,2,-1,-3,3
Cc1cc(SCc2ccccc2C)nc(=O)[nH]1,-2,2,2,1,18,-2,4,-1,1
NNC(=O)c1ccc(COc2ccc3ccccc3c2)cc1,-8,-28,-12,0,-14,-8,8,-18,6
CCn1cc([N+](=O)[O-])c(C(=O)Nc2c(C)nn(Cc3c(F)c(F)c(F)c(F)c3F)c2C)n1,-3,-1,3,4,3,-3,0,0,5
Cc1onc(-c2c(F)cccc2Cl)c1C(=O)Nc1cccc2nsnc12,-4,0,6,-1,-9,2,7,1,-3
CC(C)(C)C(=O)NCCc1nc2ccccc2n1CC(=O)c1ccccc1,1,-2,4,-5,2,-1,1,-3,0
CCN1CCN(C(=O)CSc2nc3c(c(=O)n(C)c(=O)n3C)n2C)CC1,3,3,0,-3,6,5,5,1,0
Cc1ccc(CCNC(=O)CNS(=O)(=O)c2ccc3nc(C)sc3c2)cc1,9,-4,-4,4,-15,0,-1,0,10
CNc1ccccc1C(C)(C)c1cc(-c2ccco2)n[nH]1,3,-1,5,-5,1,-5,4,0,0

# Shown with tabs: part of the list above
canonical_smiles	GSTO1 counter	LYPLA2 inh	pPAFAH inh	PAFAH1B3 FP inh	PREPL inh	PAD4 inh	PAFAH2 FP inh	LYPLA1 inh	PAFAH1B2 inh
O=C(O)c1ccc(NS(=O)(=O)c2ccc(N3C(=O)CCC3=O)cc2)cc1	5	4	3	5	10	0	-7	0	9
O=C(NCC1CCCO1)c1cc2c([nH]c3ccccc32)c(-c2cccc(Cl)c2)n1 (centres undefined)	-38	-42	-8	-19	4	-3	-24	-25	-4
COCCOC(=O)c1c(C)oc2ccc(OC(=O)c3cccs3)cc12	14	-3	-2	2	29	-2	18	-5	6

# (more compounds)
SMILES,GSTO1 counter,LYPLA2 inh,pPAFAH inh,PAFAH1B3 FP inh,PREPL inh,PAD4 inh,PAFAH2 FP inh,LYPLA1 inh,PAFAH1B2 inh
C=CCNC(=S)NNC(=O)C(CC(C)C)CC(C)O (centres undefined),8,2,4,8,-6,-6,-3,2,2
COc1ccc(S(=O)(=O)Nc2nnc(C(C)C)s2)cc1,-2,14,3,4,3,1,-10,1,5
O=C(/C(=N/N=C/c1ccc(O)c(O)c1O)c1ccccc1)c1ccccc1,50*,-15,80*,-14,22,-2,4,-14,-11
O=C1CCCc2ccccc2N1Cc1ccccc1,5,1,2,8,-8,1,-1,0,9
CCN(CC)C(=O)c1cncc(C(=O)N(CC)CC)c1-c1ccccc1,6,1,3,-1,9,-1,6,2,-1
CCCOC(=O)/C(=C\C=C\c1ccccc1)NC(=O)c1ccccc1,-5,-6,-2,12,-2,-4,8,-1,5
O=C(NC1CCCc2ccccc21)C1CCN(S(=O)(=O)c2ccccc2F)CC1 (centres undefined),5,3,5,5,6,-3,8,-4,4
CCn1cc(/C=N\NC(=O)c2ccc(Cl)cc2)cn1,5,7,7,-10,-2,-4,-16,-3,-6
O=C(CSc1ccc(Cl)cc1)N1CCC(c2nc3ccccc3s2)CC1,4,18,7,1,-22,0,10,4,8
COc1ccc(NC(=O)CCc2ccccc2)cc1S(=O)(=O)N1CCOCC1,/,1,3,5,-2,4,2,-2,-2
CCOc1ccc(N2C(=O)CC(N3CCN(c4ccccc4F)CC3)C2=O)cc1 (centres undefined),-1,2,1,8,1,-8,1,3,4
Cc1ccc2c(c1)N(CC(=O)NCCCN1CCCCC1C)C(=O)c1cccnc1O2 (centres undefined),-3,0,0,5,6,-1,2,0,8
CC(=O)c1cccc(NC(=S)NC(=O)c2ccccc2)c1,-1,5,2,0,10,-1,1,0,1
Cn1cccc1C(=O)OCC(=O)NCCCc1ccccc1,/,/,3,10,-7,1,14,/,4
CCN(CC)S(=O)(=O)c1cccc(-c2n[nH]c(=S)n2Cc2ccccc2)c1,9,-2,2,10,5,-1,-3,-1,2

# Results in LYPLA1 inh, PAFAH1B3 FP inh and LYPLA2 inh (2 entries from above):
SMILES | LYPLA1 inh | PAFAH1B3 FP inh | LYPLA2 inh
COc1ccc(NC(=O)CCc2ccccc2)cc1S(=O)(=O)N1CCOCC1 | -2 | 5 | 1
CCOc1ccc(N2C(=O)CC(N3CCN(c4ccccc4F)CC3)C2=O)cc1 (centres undefined) | 3 | 8 | 2

# (next part)
SMILES,GSTO1 counter,LYPLA2 inh,pPAFAH inh,PAFAH1B3 FP inh,PREPL inh,PAD4 inh,PAFAH2 FP inh,LYPLA1 inh,PAFAH1B2 inh
S=C(NCCc1ccccc1)NCC1CCCO1 (centres undefined),5,4,3,6,9,-2,2,0,-3
O=C(COC(=O)c1ccccc1)Nc1ncc([N+](=O)[O-])s1,/,/,56*,26*,20,-4,57*,/,18
COc1c(C)cc(Br)cc1C(=O)Nc1ccc(C)cc1[N+](=O)[O-],-4,7,-2,3,7,-1,-6,4,5
COCCn1c(C)cc(C(=O)CSc2ncn[nH]2)c1C,3,9,1,-2,15,1,-1,2,-3
CCCn1nc(C(=O)NNC(=O)c2cccc(S(=O)(=O)NC(C)C)c2)c2ccccc2c1=O,2,7,1,6,-3,1,7,1,2
O=C(O)/C=C/C(=O)Nc1ccc(OC(F)(F)F)cc1Br,2,5,-1,-4,-6,3,5,-2,5
CC1=C(C(=O)OC2CCCCC2)C(c2ccc(C)o2)C2=C(CCCC2=O)N1 (centres undefined),-10,3,-4,6,5,-7,12,0,1
C[C@@H]1C=C(C(=O)NC2CC2)O[C@H](OCc2ccc(CO)cc2)C1,5,-3,1,-4,2,-2,0,-1,5
COc1ccc(N(Cc2cc3cccc(C)c3[nH]c2=O)S(=O)(=O)c2ccc(Cl)cc2)cc1,-10,7,1,3,-32,5,-5,3,1
CCc1ccc(CNC(=O)c2ccc(OC3CCN(C(C)=O)CC3)c(OC)c2)nc1,-4,1,-6,-1,7,2,5,3,0
CCOC(=O)CN(C(=O)CNC(=O)c1ccco1)C(C(=O)NC1CCCCC1)c1cccc(OC)c1 (centres undefined),3,2,3,3,-6,0,1,-2,2
COc1ccc(NC(=O)CSc2nc3ccsc3c(=O)n2CCCCCC(=O)O)cc1,2,2,-1,3,1,3,5,-2,-2
COc1cccc(CN2C(=O)CCC2(C)C(=O)NC2CCCCC2)c1 (centres undefined),0,-4,-4,9,7,0,1,-4,6
CC[C@]12c3[nH]c4ccc(Cl)cc4c3CCN1C(=O)[C@@H](CC(=O)NCCCOC)C[C@@H]2C(=O)N1CCN(C(=O)c2ccco2)CC1,/,/,6,10,/,-4,-5,/,-2
CC(OC(=O)Cn1[nH]c(=O)c2ccccc2c1=O)C(=O)c1ccccc1 (centres undefined),5,0,-1,0,0,-3,6,1,1
CCCCNCCOCCOc1ccc(Cl)cc1Br,4,4,6,1,3,-5,-1,-1,6
CCOc1ccc(NC(=O)CN(C)C(=O)c2cc(S(=O)(=O)N(C)C)ccc2N2CCCC2)cc1OCC,-1,-3,2,-1,5,-1,2,-3,1
COc1ccc(C2C(=O)N(C3CCCCC3)CC(=O)N2Cc2ccco2)cc1 (centres undefined),4,4,4,7,8,1,-5,0,2
CCCOc1c(Br)cc(C(=O)OCC(=O)NC2CC2)cc1OC,14,-2,1,7,1,0,17,-5,1

# Screening results: PubChem BioAssay, The Scripps Research Institute Molecular Screening Center

# These rows are one share of the data; the hit share may differ from the screen's.
